# NS3 helicase inh: blocks Hepatitis C virus NS3 helicase unwinding; NS3 helicase DNA unwinding, Cy5 molecular beacon fluorescence; inhibition, % at 10.9 µM; actives 0.56% (n = 290,000);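 active = inhibition above the mean of all tested compounds plus 3 SD, set per campaign, cut at about 35% in these data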;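 also: 0% = DMSO wells and 100% = thioflavine S control wells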
#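 assay system = NS3 helicase fragment of HCV | buffer or medium = MOPS pH 6.5, MgCl2, DTT, Tween20, BSA | timing = 60 min unwinding reaction at 25 °C after ATP addition | signal = Cy5 beacon fluorescence read at start and 1 h | read-out basis = % inhibition of unwinding | control set = low DMSO, high thioflavine S at 110 µM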
# PHOSPHO1 block: PHOSPHO1 (human) inhibition | Q8TCT1 | recombinant PHOSPHO1, absorbance phosphatase assay | inhibition, % at 13.3 µM | actives 1.1% (n = 290,000) | AID 1565; in the data active = inhibition above about 60%
# IMP-1 inh: blocks Pseudomonas aeruginosa IMP-1 metallo-beta-lactamase. purified IMP-1, nitrocefin hydrolysis, epi-absorbance fluorescence. inhibition, % at 5.6 µM. actives 0.45% (n = 290,000). AID 1556;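 active = inhibition above the mean plus 3 SD of all compounds in the same screening run, cut at about 4.5% in these data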;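 also: 0% = IMP-1 with DMSO and 100% = DMSO wells lacking enzyme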
#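 System: purified IMP-1; amount: IMP-1 0.2 nM before substrate addition; compound: single dose, 5.6 µM; times: 25 °C, 15 min preincubation, 25 min reaction; signal: Epi-absorbance via hydrolysed-nitrocefin quenching of white-plate fluorescence, 480/530 nm, EDTA stop; benchmarks: DMSO with and without IMP-1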
# IDE act: boosts human insulin-degrading enzyme activity in HEK cells | P14735 | FAbeta-B cleavage, fluorescence polarization; 0% vehicle, 100% cell-free pure enzyme wells | activation, % at 5.96 µM | actives 0.073% (n = 340,000) | AID 493087;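 active = activation above the mean of all tested compounds plus 3 SD, set per screening campaign, cut at about 17% in these data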
# Target sequence (P14735 whole entry, looked up): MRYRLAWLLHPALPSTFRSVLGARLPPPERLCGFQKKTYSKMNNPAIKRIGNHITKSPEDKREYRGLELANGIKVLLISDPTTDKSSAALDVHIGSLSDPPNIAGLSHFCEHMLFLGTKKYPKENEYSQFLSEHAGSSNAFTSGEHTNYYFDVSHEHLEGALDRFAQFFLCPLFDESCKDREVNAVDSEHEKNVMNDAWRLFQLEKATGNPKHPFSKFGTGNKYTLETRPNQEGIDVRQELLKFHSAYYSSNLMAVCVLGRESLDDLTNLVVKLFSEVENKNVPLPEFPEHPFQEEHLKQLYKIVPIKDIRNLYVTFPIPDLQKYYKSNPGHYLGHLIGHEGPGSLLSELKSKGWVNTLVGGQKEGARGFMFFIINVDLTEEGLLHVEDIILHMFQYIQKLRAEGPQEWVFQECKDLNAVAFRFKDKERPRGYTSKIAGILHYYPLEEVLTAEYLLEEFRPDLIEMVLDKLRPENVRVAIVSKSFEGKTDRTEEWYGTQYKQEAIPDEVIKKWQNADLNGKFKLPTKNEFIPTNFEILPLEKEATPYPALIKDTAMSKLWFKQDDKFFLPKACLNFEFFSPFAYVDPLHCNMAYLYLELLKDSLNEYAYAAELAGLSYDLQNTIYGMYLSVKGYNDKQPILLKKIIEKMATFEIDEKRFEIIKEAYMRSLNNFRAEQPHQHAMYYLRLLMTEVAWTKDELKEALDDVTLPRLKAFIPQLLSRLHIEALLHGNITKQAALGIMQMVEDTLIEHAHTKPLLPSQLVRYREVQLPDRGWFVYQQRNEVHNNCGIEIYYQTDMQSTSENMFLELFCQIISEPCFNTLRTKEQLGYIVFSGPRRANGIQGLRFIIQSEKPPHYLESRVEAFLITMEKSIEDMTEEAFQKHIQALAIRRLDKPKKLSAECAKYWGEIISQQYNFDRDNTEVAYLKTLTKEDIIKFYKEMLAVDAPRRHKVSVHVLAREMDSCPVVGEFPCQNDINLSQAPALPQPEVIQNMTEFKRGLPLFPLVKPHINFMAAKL
# MEKK3 PB1 HTS: MEKK3-MEK5 PB1 interaction, increase or decrease; actives 1.4% (n = 290,000); bead-based flow cytometry, Alexa488-MEK5 binding to MEKK3; actives lie on both sides; 0 = blocked by unlabeled MEK5, 100 = vehicle; binding response (% of control), % at 10 µM; Q99759;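 active = binding response more than 3 SD above or below the average of its plate-row segment, actives on both sides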;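 also: Alexa488 bead fluorescence after subtracting the streptavidin-only scavenger bead signal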
# SUMO HTRF inh: inhibitors of human SUMOylation (UBC9); P63279; HTRF SUMOylation assay, SAE1/SAE2 + UBC9, in vitro; inhibition, % at 35 µM; actives 0.36% (n = 290,000); AID 2006; in the data active = inhibition above about 50%, passing the limit was not always enough; also: strong numbers were not always called active
# pCIP destab: lowers stability of the mouse p/CIP coactivator protein; actives 0.01% (n = 290,000); F442A p/CIP-EGFP cells, EGFP fluorescence, 16 h; decrease of EGFP signal, % at 10 µM; AID 1984; Q05BA5;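 active = EGFP signal decrease of at least 30% at 10 µM or well 3 SD below plate mean, unless failing retest; inactive = the rest, including hits failing retest or dose response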; also: some compounds called inactive have numbers as strong as hits; many of its hits are not listed in these tables
# VIM-2 inh: blocks Pseudomonas aeruginosa VIM-2 metallo-beta-lactamase. purified VIM-2, nitrocefin hydrolysis, epi-absorbance fluorescence. inhibition, % at 5.6 µM. actives 0.89% (n = 290,000). AID 1527;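 active = inhibition above the mean of all tested compounds plus 3 SD, cutoff set per screening run, cut at about 7.5% in these data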;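 also: red hydrolysis product quenches plate fluorescence so inhibitors raise well fluorescence; 0% = enzyme with DMSO and 100% = DMSO without enzyme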
# FID counter: counter-screen for HCV NS3 helicase inhibitors: DNA intercalator displacement | DNA fluorescent intercalator displacement, fluorescence | inhibition, % at 7.9 µM | actives 0.17% (n = 290,000); in the data active = inhibition above about 37%;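 also: 0% = vehicle and 100% = reference compound; higher means more ethidium bromide displaced from hairpin DNA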
# Numbers without * were called inactive; · = no result given; [ ] = remark or other dose. Not all compounds are listed (hit frequency here may not be typical).
SMILES,NS3 helicase inh,PHOSPHO1 block,IMP-1 inh,IDE act,MEKK3 PB1 HTS,SUMO HTRF inh,pCIP destab,VIM-2 inh,FID counter
COc1ccc(-c2csc3ncnc(N4CCN(S(=O)(=O)c5ccccc5C#N)CC4)c23)cc1,-26,24,-1.8,-1,108,1,-2,-2.0,-26
CNC(=O)NC(=O)C(C)OC(=O)c1oc2ccccc2c1CSc1ccc(Cl)cc1 (stereo unspecified),7,3,-1.3,5,100,-33,2,0.2,-7
Cn1c(C(O)C(O)c2ccccc2)nc2ccccc21 (stereo unspecified),4,7,-3.5,-3,98,32,14,-1.5,-3
Cc1cccc(NC(=O)CS(=O)(=O)c2cn(C)c3ccccc23)c1C,-5,14,-0.3,-2,97,-2,-6,1.2,-8
O=C(OCc1ccccn1)c1ccc(COc2ccc3ccccc3c2)o1,-5,10,-1.0,14,96,-48,2,1.1,-31
O=C1c2ccccc2OCOc2ccccc21,4,-18,-1.9,0,115,0,-2,-3.4,0
O=[N+]([O-])c1ccc2nc(-c3ccccc3[N+](=O)[O-])[nH]c2c1,-3,-7,-2.1,3,100,24,0,-2.8,3
C=CC[N+](C)(C)CC(=O)OCc1ccccc1,7,-5,-2.6,8,100,4,-6,-4.8,-3
CCCCOc1ccc(CSc2nc(C)[nH]c2[N+](=O)[O-])cc1[N+](=O)[O-],13,61*,-7.9,·,90,-4,-15,-4.0,7
O=C(CC(NC(=O)c1ccccc1)c1ccccc1)Nc1cccc2ccccc12 (stereo unspecified),4,-29,-1.6,0,98,29,10,-4.0,-4
Clc1ccc(-c2ccn[nH]2)cc1,-6,4,-3.2,-1,95,18,3,-2.2,-1
CCCN1C(=O)/C(=C\C=C2/Sc3ccccc3N2CC)SC1=S,4,12,-1.0,·,37*[inhibitor],14,-5,3.0,3
O=C(c1cc2cc(Cl)ccc2[nH]1)N1CCN(Cc2ccc3c(c2)OCO3)CC1,-24,13,-2.4,0,100,5,7,-0.5,-9
O=C1NC2(CCCCC2)CO1,13,-13,-0.4,-2,107,11,1,-0.5,-6
CNC(=S)NNC(=O)c1ccc(=O)n(Cc2cccc(C(F)(F)F)c2)c1,-7,-53,-1.9,·,105,-6,7,-2.5,3
COC(=O)Nc1ccc(S(=O)(=O)N2CCN(C)CC2)cc1,1,-2,-0.4,10,102,22,-16,-3.0,2
Nc1c(C(=O)O)cnn1-c1ccccc1,0,32,-2.9,4,99,17,-13,-2.1,3
O=C(COC(=O)C1(c2ccc(F)cc2)CCCC1)N1CCc2ccccc21,-8,14,-1.3,5,101,3,-14,-1.6,-3
Cc1cc(Br)ccc1OCCCCNC(C)(C)C,-5,-3,-3.6,-1,104,15,-7,-1.8,24
O=C1c2ccccc2N2C(=O)c3ccccc3C2N1Cc1ccccc1 (stereo unspecified),-4,43,-3.4,-1,130*,33,-13,-0.5,-22

# 2 of these compounds in a different format.
COc1ccc(-c2csc3ncnc(N4CCN(S(=O)(=O)c5ccccc5C#N)CC4)c23)cc1
- NS3 helicase inh: -26
- PHOSPHO1 block: 24
- IMP-1 inh: -1.8
- IDE act: -1
- MEKK3 PB1 HTS: 108
- SUMO HTRF inh: 1
- pCIP destab: -2
- VIM-2 inh: -2.0
- FID counter: -26

CNC(=O)NC(=O)C(C)OC(=O)c1oc2ccccc2c1CSc1ccc(Cl)cc1 (stereo unspecified)
- NS3 helicase inh: 7
- PHOSPHO1 block: 3
- IMP-1 inh: -1.3
- IDE act: 5
- MEKK3 PB1 HTS: 100
- SUMO HTRF inh: -33
- pCIP destab: 2
- VIM-2 inh: 0.2
- FID counter: -7

# Remaining list, next part.
SMILES,NS3 helicase inh,PHOSPHO1 block,IMP-1 inh,IDE act,MEKK3 PB1 HTS,SUMO HTRF inh,pCIP destab,VIM-2 inh,FID counter
CCCSc1nc(N)c2c3c(sc2n1)CN(C)CC3,2,17,-2.4,-7,·,18,1,-2.3,3
COc1ccc(OC)c(NC(=O)c2cnc3ccccn3c2=O)c1,16,·,-3.9,·,·,·,·,-1.1,-1
Cc1cccc2c(=O)c(C(=O)N3CCCCCC3)c[nH]c12,7,-16,-0.9,1,109,18,-12,-1.1,-9
O=C(c1cnn(-c2nc3ccccc3s2)c1)c1ccccc1O,-1,10,-3.5,1,104,-10,-9,-0.4,-9
COc1ccccc1N1CCN(C(=O)CSc2nnc(-c3ccoc3C)o2)CC1,1,-4,-2.8,-2,100,3,-8,-1.1,-36
CC(OC(=O)Cc1coc2cc3c(cc12)CCC3)C(=O)NC(N)=O (stereo unspecified),-13,23,-1.8,3,102,4,17,0.5,-14
CCOC(=O)c1c(-c2ccc(Cl)cc2)csc1NC(=O)CNCc1ccco1,1,20,1.5,6,101,-3,4,0.3,3
N#Cc1ccccc1NC(=O)CN1CCOCC1,3,44,-1.9,3,104,5,-4,-2.9,-4
CCOC(=O)C(C)S(=O)(=O)c1ccc(C(F)(F)F)cn1 (stereo unspecified),4,4,-2.7,11,102,2,-2,-1.5,0
Cc1cc(S(=O)(=O)N2CCCC(N3CCOCC3)C2)c(C)cc1Cl (stereo unspecified),1,14,-1.2,13,101,-4,-8,-1.2,-18

# Four of the entries above in order of their number in MEKK3 PB1 HTS, largest number first.
SMILES,NS3 helicase inh,PHOSPHO1 block,IMP-1 inh,IDE act,MEKK3 PB1 HTS,SUMO HTRF inh,pCIP destab,VIM-2 inh
O=C1c2ccccc2N2C(=O)c3ccccc3C2N1Cc1ccccc1 (stereo unspecified),-4,43,-3.4,-1,130*,33,-13,-0.5
Cc1cccc2c(=O)c(C(=O)N3CCCCCC3)c[nH]c12,7,-16,-0.9,1,109,18,-12,-1.1
O=C1NC2(CCCCC2)CO1,13,-13,-0.4,-2,107,11,1,-0.5
O=C(c1cc2cc(Cl)ccc2[nH]1)N1CCN(Cc2ccc3c(c2)OCO3)CC1,-24,13,-2.4,0,100,5,7,-0.5

# (further entries)
SMILES,NS3 helicase inh,PHOSPHO1 block,IMP-1 inh,IDE act,MEKK3 PB1 HTS,SUMO HTRF inh,pCIP destab,VIM-2 inh,FID counter
CC(C)=CCc1c(O)cc2oc3c(CC=C(C)C)c(O)c(O)c(CC=C(C)C)c3c(=O)c2c1O,·,31,·,2,109,50*,-15,·,·
CCN(CC)S(=O)(=O)c1ccc(Cl)c(C(=O)Nc2cc(C)nn2-c2ccccc2C(F)(F)F)c1,-13,2,-3.3,·,106,-7,-8,-2.5,-23
O=C(NCCc1cccc(Cl)c1)c1ccc2c(c1)OCO2,5,·,-1.8,-1,102,2,1,-3.1,-8
O=C(COC(=O)C1CCN(S(=O)(=O)c2cccs2)CC1)c1ccc2c(c1)OCCO2,-4,-13,1.0,-2,100,8,-6,3.8,3
Clc1cccc(Cl)c1Cn1cc(Br)cn1,0,-6,-2.1,6,97,5,-13,-2.5,-6
COc1ccc(S(=O)(=O)N(CC(=O)NC2CC2)Cc2ccccc2)cc1,10,18,-2.5,-1,99,12,-7,-2.6,-22
S=c1[nH]nc(COc2ccccc2)n1/N=C/c1ccc(Br)s1,8,39,-5.4,-7,·,-29,5,-6.0,-28
CCCC(=O)C1=C(O)C(C(=O)OC)C(C)(C)CC1=NCCCCCC(=O)O (stereo unspecified),3,20,-2.8,9,95,13,-13,-2.2,-17
CC(Oc1ccccc1F)C(=O)NC1CCS(=O)(=O)C1 (stereo unspecified),-5,33,-2.0,4,99,14,-3,-0.3,-1
CCCC(=O)NNC(=O)c1c(O)c2ccccc2[nH]c1=O,7,28,-1.8,3,97,14,-7,0.4,0
COc1ccc(CCNc2nc(-c3cccnc3)cs2)cc1OC,4,29,-1.7,-1,105,25,-15,-0.8,-11
O=C(NCCN1CCCCCC1)C1CCC(CNS(=O)(=O)c2cccc3cccnc23)CC1 (stereo unspecified),-81,7,-0.4,-1,110,7,-8,-3.1,9
O=C(NCc1ccccc1)C(c1ccc(F)cc1)N(Cc1ccco1)C(=O)c1ccccn1 (stereo unspecified),-1,26,-1.4,-7,88,-19,-4,-1.9,-18
N#Cc1ccc(C(=O)CSc2n[nH]c(=O)n2Cc2ccco2)cc1,-14,-15,-1.2,-6,107,29,-11,-0.5,-4
CC(C)NC(=O)COc1ccc(Cl)cc1Cl,3,13,1.4,1,100,12,-5,0.4,-8
Cc1ccc(OCCSc2cc(C)nc(N)n2)cc1,2,-19,-0.2,4,96,-13,-6,1.9,-5
COC(=O)CCC(=O)N1CCCC(CO)(Cc2ccccc2)C1 (stereo unspecified),-3,10,-0.8,2,100,9,-7,-1.7,-8
COc1ccc(NC(=O)CN2C(=O)CSC(C)C2=O)cc1 (stereo unspecified),-1,44,-4.2,1,106,5,1,-2.6,3
CCN(CC)c1ccc(/C=N/Nc2nc(C)cc(C)n2)cc1,-38,27,-3.4,·,98,-11,-4,-6.1,-9
COc1ccccc1NC(=O)NNC(=O)COc1ccc2ccccc2c1,-6,18,-2.4,-1,104,-2,-3,-7.4,-23
COc1ccc2c(c1O)-c1ccccc1CCN(C)C2,7,52,-2.5,3,97,3,-11,-2.6,1
O=C(NCC1CCCO1)c1ccc(Cl)c(S(=O)(=O)N2CCCCC2)c1 (stereo unspecified),3,48,-2.2,2,105,5,7,-2.2,-17
O=C(NCc1ccccc1)C1=C[C@H](c2coc3ccccc3c2=O)C[C@H](OCc2ccc(CO)cc2)O1,-8,4,4.4,0,102,-6,-7,0.0,-39
COc1cccc2cc(C(N)=O)/c(=N/NC(=O)COc3ccc(Cl)cc3)oc12,-8,-12,-2.2,·,143*,2,-2,-0.1,0
COc1ccc(C(C(=O)NC2CCCCC2)N(Cc2cccs2)C(=O)Cc2c[nH]c3ccccc23)cc1 (stereo unspecified),1,41,-2.4,4,106,-42,0,-3.4,-9
COc1cccc(CN2CCC(C(=O)N3CCN(Cc4ccc5c(c4)OCO5)CC3)CC2)c1,-2,20,0.1,9,99,5,-10,-2.1,5
CC(=O)OCc1c(COC(C)=O)[n+](=O)c2ccccc2n1[O-],-11,4,0.2,-1,101,12,3,-1.9,3
CC(=O)Nc1ccc(C(=O)OCC(=O)c2ccc(C)c([N+](=O)[O-])c2)cc1,-1,7,0.2,-2,101,-18,-8,2.0,3
CCOc1cc(C(=S)N2CCOCC2)ccc1O,1,96*,-0.8,4,92,-5,-4,-0.2,-2
CN(CCC#N)C(=O)Cn1nc(Cc2ccncc2)c2ccccc2c1=O,-4,5,-4.1,7,108,2,8,-2.1,-3
COc1ccc(/C=C(\NC(=O)c2ccccc2)C(=O)NCc2cccnc2)cc1,29,18,-1.5,2,101,-1,3,-1.6,-11
O=C(NC1CCCCC1)C(c1ccc2ncccc2c1)N(Cc1cccs1)C(=O)c1cccs1 (stereo unspecified),-1,37,-1.3,-3,103,14,-24,0.5,-8
CC(OC(=O)c1ccc2noc(-c3ccccc3)c2c1)C(N)=O (stereo unspecified),28,23,1.9,-6,102,19,-12,2.0,-16
O=C(CCCCCN1C(=O)c2cccc3cccc(c23)C1=O)NCCCO,5,46,0.8,4,104,0,9,5.8,-22
COC(=O)Nc1sc2c(c1C(=O)NCc1ccco1)CCC2,7,-14,-3.7,0,83,18,-18,-3.5,-2
CCOC(=O)Cc1csc(NC(=O)c2cc(OC)cc(OC)c2)n1,-8,25,3.3,-4,104,-1,1,-2.2,-13
CCOC(=O)N1CCN(C(=O)C2CCN(S(=O)(=O)c3ccc(F)cc3)CC2)CC1,-7,38,-2.9,-6,107,13,-4,-1.1,-16

# Screening data from PubChem.
